FXIIa inh 1536 = human FXIIa protease inhibitors, primary screen, biochemical, 1536-well; inhibition, % at 5 µM; hit rate 0.3% among 220,000; AID 800, 2007; Coagulation factor XII (Homo sapiens), P00748; purified FXIIa, Boc-QGR-AMC fluorogenic substrate, 2 h; in the data active = inhibition above about 40%;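 note: 0% = enzyme with no compound and 100% = blank without enzyme; many of its hits are not listed in these tables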
Cl transport mod = KCC2 cotransporter modulators, thallium flux, primary screen, cell-based, HEK293 KCC2, FluoZin-2 fluorescence, MLSMR; AID 1456, 2008; hit rate 2.2% among 190,000; Solute carrier family 12 member 5 (Homo sapiens), Q9H2X9; KCC2 cells, thallium flux FluoZin-2 fluorescence; B-score of Tl+ flux slope (higher = more flux/activation; lower = inhibition) at 10 µM;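 active = thallium flux slope and its plate-corrected score both differing from the plate sample mean at a set confidence after two filtering rounds, in either direction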;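 note: slope of fluorescence scaled to starting intensity during 10 to 20 s after thallium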
thrombin 1536 = human alpha-thrombin inhibitors, primary screen, counter-screen for coagulation protease inhibitor project, biochemical, 1536-well, fluorogenic AMC substrate; Boc-VPR-AMC fluorogenic substrate cleavage; inhibition, % at 5 µM; hit rate 0.26% among 220,000;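 active = inhibition at or above 40%; inactive = inhibition below 40%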;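 note: 0% = enzyme with no compound and 100% = wells without enzyme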
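System: Human alpha-thrombin protein | Medium: pH 7.5 Tris (50 mM) with NaCl 150 mM, Tween 20 0.05% | Times: Enzyme reaction carried out at room temperature | Detection: AMC fluorescence, 355/460 nm | Evaluation: Percent inhibition scaled between no-compound controls and no-enzyme blanks | Benchmarks: Enzyme without compound as high, wells lacking enzyme as low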
FXIa inh = human FXIa protease inhibitors, primary screen, biochemical, 1536-well. inhibition, % at 5 µM. purified FXIa, Boc-Glu-Ala-Arg-AMC fluorogenic substrate. AID 798, 2007. hit rate 0.14% among 220,000. Coagulation factor XI (Homo sapiens), P03951;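 active = inhibition of at least 40%; inactive = inhibition below 40%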;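 note: fluorescence of freed AMC excited at 355 nm; 0% = enzyme without compound and 100% = no enzyme blank; many of its hits are not listed in these tables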
Target sequence (P03951 19-387 limits assumed): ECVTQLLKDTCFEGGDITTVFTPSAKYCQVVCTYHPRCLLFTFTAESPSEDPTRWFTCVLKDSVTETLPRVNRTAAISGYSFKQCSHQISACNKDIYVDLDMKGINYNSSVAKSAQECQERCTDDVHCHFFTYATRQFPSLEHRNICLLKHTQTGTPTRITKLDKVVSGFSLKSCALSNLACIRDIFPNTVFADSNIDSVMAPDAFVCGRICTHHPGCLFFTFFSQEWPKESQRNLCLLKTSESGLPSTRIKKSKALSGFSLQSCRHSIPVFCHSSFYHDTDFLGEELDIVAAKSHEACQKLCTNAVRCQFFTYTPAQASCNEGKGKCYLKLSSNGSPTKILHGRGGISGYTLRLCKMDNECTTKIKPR
Target sequence (P03951 388-625 limits assumed): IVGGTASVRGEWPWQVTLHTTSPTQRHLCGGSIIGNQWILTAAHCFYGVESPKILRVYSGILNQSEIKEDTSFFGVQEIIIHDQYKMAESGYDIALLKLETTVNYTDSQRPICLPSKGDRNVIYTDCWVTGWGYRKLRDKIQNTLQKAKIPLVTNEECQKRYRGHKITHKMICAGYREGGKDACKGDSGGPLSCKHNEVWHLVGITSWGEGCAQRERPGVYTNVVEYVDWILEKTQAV
Rad51 HR inh = human RAD51 strand exchange inhibitors, primary screen, biochemical, fluorescence. hit rate 0.085% among 200,000. DNA repair protein RAD51 homolog 1 (Homo sapiens), Q06609. inhibition, % at 10 µM. hRad51 DNA strand exchange, fluorescence dequenching. AID 1385, 2008;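 active = inhibition above 40% at the single screening dose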;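 note: 0% = DMSO control wells and 100% = blanks with heterologous ssDNA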
Target sequence (Q06609 whole entry, looked up): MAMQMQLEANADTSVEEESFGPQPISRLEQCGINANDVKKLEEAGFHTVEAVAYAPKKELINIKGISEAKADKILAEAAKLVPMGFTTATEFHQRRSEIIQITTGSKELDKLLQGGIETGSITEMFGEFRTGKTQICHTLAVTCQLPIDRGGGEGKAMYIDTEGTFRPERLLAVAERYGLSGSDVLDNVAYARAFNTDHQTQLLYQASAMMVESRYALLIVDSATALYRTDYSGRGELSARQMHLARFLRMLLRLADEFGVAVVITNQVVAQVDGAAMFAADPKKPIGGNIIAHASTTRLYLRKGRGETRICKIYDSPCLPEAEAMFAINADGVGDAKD
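material = hRad51 filaments on single-stranded DNA | timing = filaments 15 min 37 °C, then compound 30 min | signal = FRET fluorescence dequenching, excitation 485 nm, emission 520 nm | benchmarks = control wells and blank wells on each plate | evaluation = percent inhibition relative to plate controls and blanks | compound = 10 µM final, single point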
TNF necrop inh = inhibitors of TNF-alpha triggered necroptosis, primary screen, cell-based, Jurkat FADD-/-, single concentration; hit rate 0.068% among 220,000; activation (protection from cell death), % at 10 µM; Jurkat FADD-/- TNF necroptosis rescue, ATP luminescence, 24 h; 0 = TNF only, 100 = no-TNF cells;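 active = activation, meaning protection from cell death, of at least 50% relative to plate controls; inactive = activation below 50%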;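 note: necroptosis triggered by 40 ng/mL TNF-alpha added together with compound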
zVAD death inh = inhibitors of zVAD-triggered necroptosis, primary screen, L929 cells | L929 zVAD necroptosis rescue, ATP luminescence, 24 h; with zVAD 60 µM | viability rescue, % at 10 µM | AID 1377, 2008 | hit rate 0.38% among 220,000;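 active = activation, scaled between plate controls, above about 75%, limit read from the data; inactive = activation under that limit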;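 note: 0% = zVAD with DMSO and 100% = DMSO alone without zVAD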
KLK5 inh = human KLK5 protease inhibitors, primary screen, biochemical, 1536-well; Kallikrein-5 (Homo sapiens), Q9Y337; recombinant hK5, fluorogenic AMC substrate cleavage; inhibition, % at 5 µM; hit rate 0.59% among 210,000;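 active = inhibition of 40% or more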;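 note: 0% = enzyme controls without compound and 100% = no-enzyme blanks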
Hck-Nef inh = inhibitors of Nef-activated human Hck kinase, primary screen, biochemical, Z-Lyte FRET, 384-well, Hck-YEEI | AID 463187, 2010 | Recombinant Hck-YEEI plus Nef, Z-Lyte FRET kinase assay | hit rate 0.68% among 220,000 | inhibition, % at 20 µM | Tyrosine-protein kinase HCK (Homo sapiens), P08631;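 active = Hck-Nef kinase inhibition above about 50%, limit read from the data; inactive = inhibition below that limit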;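 note: 0% = DMSO with Hck plus Nef and 100% = Hck alone without Nef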
Numbers without * were called inactive; · = not tested or not shown. An excerpt; rates above refer to the full screens.

SMILES	FXIIa inh 1536	Cl transport mod	thrombin 1536	FXIa inh	Rad51 HR inh	TNF necrop inh	zVAD death inh	KLK5 inh	Hck-Nef inh
CCOc1ccc(C(=O)NC(=S)Nc2ccc(N3CCC(C)CC3)cc2)cc1[N+](=O)[O-]	18	1.5	4	7	9	-6.9	0.1	-1	0
COc1ccc(CN(CC2CCCO2)C(=O)CN2C(=O)C(C)Oc3ccc(C)cc32)cc1OC (stereo not drawn)	6	0.17	-4	7	0	-7.1	-0.1	-5	10
O=C(COC(=O)c1ccccc1SCC(=O)NC1CCCCC1)NC1CCCCC1	13	0.43	2	4	4	3.1	-0.8	-10	14
C=CCn1cc(C(=O)NCCOC)c(=O)c2cc(S(=O)(=O)N(CC)CC)ccc21	14	0.14	2	6	-1	-0.9	-0.3	-3	-1
CSc1nc2nc3c(cc2c(=O)n1-c1cccc(C)c1)COC(C)(C)C3	4	-0.85	-2	8	16	2.2	-0.2	2	12
CCOC(=O)N1CCC(Nc2ncnc3c2cnn3-c2ccc(C)cc2C)CC1	17	-1.4	17	15	3	-8.5	0.5	44*	21
C/C=C/c1ccc(OCCCCN2CCC(C)CC2)c(OC)c1	-2	-0.42	-8	-2	25	1.2	-0.4	-4	11
O=C(COC(=O)c1cccc(Cl)c1)NCCN1C(=O)CSC1=O	8	0.075	-4	0	21	-0.6	-0.2	-8	-3
OCC1(Cc2ccccc2)CCN(C2CCN(c3ccc(F)c(F)c3)CC2)CC1	6	0.33	-4	-3	-4	3.2	15	-2	19
CCCCOc1ccc(C(C)NC(=O)CCS(=O)(=O)Cc2ccc(C)cc2)cc1 (stereo not drawn)	10	-0.53	-14	-1	-3	2.6	0.0	-11	1
Cc1ccc(NC(=O)CN2C(=O)C3C4C=CC(C4)C3C2=O)cc1S(=O)(=O)N(C)C (stereo not drawn)	-2	1.1	-3	-2	·	1.6	1.4	-3	1
Cc1ccc(NC(=O)COC(=O)c2ccco2)cc1	10	·	-5	-2	1	-0.6	10	4	18
COC(=O)c1c(NC(=O)C2c3ccccc3Oc3ccccc32)sc(C)c1C	5	0.88	-2	-4	2	-1.8	0.1	-1	0
Cc1ccc(C(=O)NCCCc2ccccc2)c(C)c1	3	-1.7	-4	-2	-6	2.1	2.5	-5	-15
Cc1ccc(Cn2ccc(NC(=O)c3cc(-c4cccs4)on3)n2)cc1	8	0.0005	0	-4	0	2.6	2.4	2	0
COc1cccc(Cn2c(=S)[nH]c3ccc(N4CCOCC4)cc3c2=O)c1	19	1.5	2	6	-2	2.2	0.6	-12	-7
Cc1ccc(-c2nnn(CC(=O)NCC3CC3)n2)o1	4	0.038	-3	-9	-12	1.0	0.2	-7	0
COc1cc(/C=N/OCC(=O)NC2CCS(=O)(=O)C2)ccc1OC(F)F (stereo not drawn)	10	-0.36	-5	-3	-8	-0.3	1.5	-2	16
Cc1ccc(NC(=S)C2=C(O)c3sccc3N(C)S2(=O)=O)cc1	18	1.3	2	4	3	-2.4	0.2	-2	-19
O=C(NCc1ccco1)c1ccccc1-c1ccc(C(F)(F)F)cc1	20	0.24	5	4	5	-1.5	-0.2	-2	0
Cc1c(NC(=O)CCCOc2ccccc2)cccc1[N+](=O)[O-]	16	-1.3	3	7	9	0.7	1.6	-9	-1
CC(C)(C)NC(=O)CSc1nc(O)cc(=O)n1-c1ccccc1F	23	·	4	20	-80	1.4	1.4	-12	3
Cc1cc(=O)oc2cc(OCC3CC(c4ccccc4Cl)=NO3)ccc12 (stereo not drawn)	14	·	-2	3	3	-16	0.2	-1	-16
COc1ccc(C(=O)NC(=S)Nc2nc(C)cc(C)n2)cc1Br	10	-0.099	0	2	21	0.3	-0.1	5	28
Cc1ccc(-c2cc3nc(C)cc(C)n3n2)cc1	2	-0.31	-3	-2	·	-0.1	1.5	-3	19
CC1CCCC(n2cnc3cc(C(=O)O)ccc32)C1C (stereo not drawn)	1	0.21	2	3	9	-0.1	1.2	-19	-1
CCOC(=O)c1oc2ccccc2c1NC(=O)c1ccc(Cl)s1	14	·	2	6	-4	1.3	0.8	-6	0
COCCCn1c(SCC(=O)NNC(=O)c2cccc(O)c2)nnc1-c1ccncc1	7	-0.39	-11	-5	14	1.1	1.6	-5	23
CC1(C)CC(=O)C2=C(C1)N(c1ccccc1)C(N)=C(C#N)C2c1ccsc1 (stereo not drawn)	3	-2.4	4	17	-9	1.5	-0.4	-18	-1
Cc1cc(C(C)(C)C)cc(C)c1S(=O)(=O)N1CC(=O)Nc2ccccc21	7	-0.23	0	1	-3	1.8	0.2	2	11
COc1ccc(Cl)cc1-c1nc(-c2ccc(NC(=O)c3cccs3)cc2)no1	8	-0.18	-3	-1	-2	4.5	15	-16	12
CC(O)(CS(=O)(=O)Cc1ccccc1Cl)C(=O)Nc1cccc(C(F)(F)F)c1 (stereo not drawn)	14	·	1	0	-3	-2.5	0.1	-16	1
CCCCN(CC)S(=O)(=O)c1c(C)[nH]c(=O)[nH]c1=O	2	-0.1	-17	-11	-4	1.3	1.4	-11	13
O=C(NC1CC1)C1=C[C@@H](c2ccc3c(c2)OCO3)C[C@@H](OCc2ccc(CO)cc2)O1	5	-0.54	-1	-1	4	0.6	0.1	0	10
COCc1c(C(=O)OCC(=O)NCCN2C(=O)CSC2=O)oc2ccccc12	4	-0.2	-1	18	21	-0.2	-0.1	-8	-2
CCc1ccc(C(=O)NNc2ccc(C)c(Cl)c2)cc1	8	-0.73	0	2	21	-6.0	-1.0	-3	15
CCCCN(C)S(=O)(=O)c1cc(Br)cc2c1N(C(=O)C1CC1)CC2	18	-3.2	5	2	-9	-1.6	0.5	-7	-2
Cc1[nH]c2ccccc2c1/C=C(/C#N)C(=O)NC(C)C	7	0.42	-6	1	·	-0.5	2.6	·	14
Cc1ccc(NC(N)=S)cc1	13	0.0014	0	6	-3	1.7	0.6	-15	9
CCOC(=O)c1cc2ccc3ccccc3c2s1	4	-0.47	-3	-4	-2	-1.0	1.5	-8	4
CC(O/N=C/c1ccc(OC(F)F)cc1)C(=O)Nc1cccc(S(=O)(=O)N2CCOCC2)c1 (stereo not drawn)	4	-0.0064	-3	5	5	1.8	0.2	-11	4
N/C(Cn1cncn1)=N\NC(=O)C(=O)Nc1ccccc1	16	0.88	5	3	-146	-0.9	0.6	2	-3
CCn1c(=O)c2cc(C(=O)N3CCN(C(=O)c4ccco4)CC3)sc2c2ccccc21	4	-1.7	-3	0	-5	-1.4	-0.3	-4	5
CC(NC(=O)c1noc2c1CCCCC2)c1ccccc1 (stereo not drawn)	3	0.23	1	1	2	4.7	0.7	-1	23
COc1ccc(C2CC(=O)C3=C(C2)Nc2ccccc2NC3c2coc3ccccc3c2=O)cc1OC (stereo not drawn)	23	0.33	1	19	-1	-2.7	2.2	-22	2
Cc1ccnc(NS(=O)(=O)c2ccc(Oc3ccccc3)cc2)c1	22	·	7	8	5	-1.0	0.9	-4	-2
CCNC(=O)c1nc[nH]c1C(=O)NCC	20	0.52	0	15	·	0.0	2.4	-2	3
NC(=O)c1cc([N+](=O)[O-])cc2c1C=Cc1ccccc1O2	-5	-1	-10	-2	5	0.3	1.9	-7	16

Four compounds from above, reduced to Rad51 HR inh, zVAD death inh and FXIIa inh 1536.
| Molecule | Rad51 HR inh | zVAD death inh | FXIIa inh 1536 |
| --- | --- | --- | --- |
| CC1(C)CC(=O)C2=C(C1)N(c1ccccc1)C(N)=C(C#N)C2c1ccsc1 (stereo not drawn) | -9 | -0.4 | 3 |
| Cc1cc(C(C)(C)C)cc(C)c1S(=O)(=O)N1CC(=O)Nc2ccccc21 | -3 | 0.2 | 7 |
| COc1ccc(Cl)cc1-c1nc(-c2ccc(NC(=O)c3cccs3)cc2)no1 | -2 | 15 | 8 |
| CC(O)(CS(=O)(=O)Cc1ccccc1Cl)C(=O)Nc1cccc(C(F)(F)F)c1 (stereo not drawn) | -3 | 0.1 | 14 |

(continued)
SMILES	FXIIa inh 1536	Cl transport mod	thrombin 1536	FXIa inh	Rad51 HR inh	TNF necrop inh	zVAD death inh	KLK5 inh	Hck-Nef inh
COc1cc(NC(=O)c2cccs2)c(OC)cc1NC(=O)c1ccco1	10	0.059	1	7	·	-0.3	·	-9	3
Cc1ccnc(NC(=O)COC(=O)c2ccc(F)cc2F)n1	5	0.15	2	2	-13	-0.2	0.4	-4	-3
O=C(COC(=O)Cc1n[nH]c(=O)c2ccccc12)Nc1cccc(C(F)(F)F)c1	11	-0.013	-10	0	-19	0.3	25	-3	26
CCOc1c(S(=O)(=O)N2CCCC2)ccc(Cl)c1Cl	10	0.058	-5	2	-4	-4.1	-0.2	0	17
COc1cccc(-n2c(C)c(C(C)=O)c(C(C)=O)c2C)c1	17	·	5	2	-8	-0.6	-0.4	2	1
CCN(C(=O)CSc1nc2ccccc2n1CCc1ccccc1)C1CCS(=O)(=O)C1 (stereo not drawn)	11	·	5	1	2	-2.2	0.8	-14	-19
COc1cc(CC(=O)OCC(=O)Nc2sccc2C(N)=O)cc(OC)c1OC	1	-1.7	-23	-10	3	-11	-0.5	-7	19
Cn1c(=O)n(C)c2cc(/C=N/NC(N)=S)ccc21	4	0.0041	-4	-5	6	-3.6	28	-5	25
Cc1ccc(C(=O)N2CCC3(CC2)Oc2ccc(Cl)cc2C(=O)C32CC(c3ccc(Cl)cc3)=NO2)s1 (stereo not drawn)	4	0.53	-1	1	0	2.5	-0.2	1	11
N#Cc1c(NC(=O)COC(=O)c2ccc(F)cc2)sc2c1CCC2	18	·	1	-2	-5	-1.3	0.3	-11	0
Cc1c(C(c2ccc([N+](=O)[O-])cc2)c2c(C)n(C)n(-c3ccccc3)c2=O)c(=O)n(-c2ccccc2)n1C	11	-0.13	1	0	-5	-0.7	0.3	-7	0
COC(=O)Cc1n[nH]c(=O)c2ccccc12	6	0.43	-4	-11	-5	-1.2	-0.2	0	-17
CCOC(=O)C1=C(c2ccccc2)O/C(=C(/C(=O)OC)C(F)(F)F)S1	18	·	7	5	18	-1.0	-0.6	-11	-2
Cc1c(Br)cc(C(=O)N2CCCC2)c(C)c1C	27	·	-10	19	-2	0.4	0.7	-5	1
CSc1ncccc1C(=O)OCC(=O)c1cc2ccccc2o1	9	-0.11	-4	-4	-5	-1.8	-0.1	-2	1
Cc1c(Cl)cccc1NC(=O)CSc1nnc(CCNC(=O)OC(C)(C)C)o1	6	·	-1	-6	-5	-4.3	0.6	-5	0
O=c1[nH]c(SCc2ccc(F)cc2)nc2c1cnn2-c1ccc(F)cc1	·	-0.061	·	·	7	-0.7	2.3	·	39
O=C(NCc1ccccc1Cl)NC(=O)c1csc([N+](=O)[O-])c1	1	0.056	-3	0	15	2.5	1.3	0	19

From PubChem
